E-selectin induc: induces E-selectin expression in human endothelial cells; activation, % at 7.58 µM; HUVEC E-selectin immunofluorescence imaging; normalized: neutral wells 0, TNF-alpha wells 100; AID 686992; P16581; actives 0.37% (n = 260,000);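 active = mean E-selectin-positive cell signal at least 10% of the positive control, reached in at least 60% of replicates, without over 20% cell loss; inconclusive = no rule given, readout overlaps actives, possibly toxicity-flagged; inactive = the rest, including those meeting only one limit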;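 also: in these data hits start at about 27%; measured in HUVEC primary endothelial cells; signal is the percent of cells scored E-selectin positive by PE staining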
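Read-out basis: % PE-positive cells; Test system: HUVEC primary endothelial cells; Technique: immunofluorescence imaging; Dosing: single-point compound dose.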
esBAF inh: SWI/SNF esBAF complex inhibition | reporter increase, % at 12.5 µM | mouse ES cells, Bmi1-luciferase knock-in reporter, 24 h; 100% = twice the neutral-well signal | actives 2% (n = 350,000); in the data active = activation above about 40%; inconclusive = no clear call, values can overlap the other calls;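 also: 0% = median of the plate's neutral control wells and 100% = double that signal; a rise in the Bmi1 reporter signal indicates esBAF inhibition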
ERp5 block: ERp5 (human) disulfide isomerase inhibition; inhibition, % at 9.99 µM; ERp5 insulin aggregation, absorbance 650 nm, 90 min; Q15084; actives 0.05% (n = 350,000);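 active = mean replicate inhibition above about 25%, with every replicate also reaching it, limit read from the data, passing the limit was not always enough; inconclusive = only one of those two criteria met; inactive = neither criterion met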
ARNT-TACC3 inh: disrupts binding between human ARNT and TACC3; Q9Y6A5; AlphaScreen His-ARNT PAS-B/GST-TACC3 binding, luminescence; TACC3 fragment carries E629A point mutation; inhibition, % at 9.99 µM; actives 0.66% (n = 390,000); AID 623870;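 active = mean inhibition of replicates at least 50% and at least half of replicates each reaching 50%; inconclusive = half or more replicates reach 50% but mean below 50%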;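 also: 0% = complete ARNT plus TACC3 wells and 100% = ARNT alone without TACC3; many hits fall short of the cut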
CASP6 VEID inh: blocks human caspase-6 cleavage activity | actives 0.53% (n = 350,000) | inhibition, % at 12.5 µM | P55212 | purified caspase-6, Z-VEID-R110 cleavage fluorescence | AID 686996;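 active = mean inhibition across replicates at least about 35%, with every replicate also reaching that limit, limit read from the data; inconclusive = only one of the two criteria met; inactive = neither criterion met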;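 also: 0% = median of neutral control wells and 100% = no fluorescence left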
RAD52 anneal inh: blocks human RAD52 DNA annealing; P43351; recombinant RAD52 DNA annealing, FRET fluorescence; inhibition, % at 18.7 µM; actives 0.46% (n = 360,000); AID 651710;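 active = every replicate showing at least 50% inhibition; inconclusive = mean inhibition at least 50% but not in every replicate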
RAD54 branch: blocks human RAD54 Holliday junction branch migration. actives 0.14% (n = 360,000). FAM/BHQ fluorescence. inhibition, % at 10.4 µM. Q92698;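 active = mean normalized replicate activity at least 40 and at least half of replicates scoring 40 or more; inconclusive = only one of the two criteria met; inactive = mean below 40 and under half of replicates reaching 40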;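 also: 0% = median of neutral control wells and 100% = median of positive control wells; inhibitors cause a drop in the FAM fluorescence signal; in these data hits start at about 50%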
Target sequence (Q92698 whole entry, looked up): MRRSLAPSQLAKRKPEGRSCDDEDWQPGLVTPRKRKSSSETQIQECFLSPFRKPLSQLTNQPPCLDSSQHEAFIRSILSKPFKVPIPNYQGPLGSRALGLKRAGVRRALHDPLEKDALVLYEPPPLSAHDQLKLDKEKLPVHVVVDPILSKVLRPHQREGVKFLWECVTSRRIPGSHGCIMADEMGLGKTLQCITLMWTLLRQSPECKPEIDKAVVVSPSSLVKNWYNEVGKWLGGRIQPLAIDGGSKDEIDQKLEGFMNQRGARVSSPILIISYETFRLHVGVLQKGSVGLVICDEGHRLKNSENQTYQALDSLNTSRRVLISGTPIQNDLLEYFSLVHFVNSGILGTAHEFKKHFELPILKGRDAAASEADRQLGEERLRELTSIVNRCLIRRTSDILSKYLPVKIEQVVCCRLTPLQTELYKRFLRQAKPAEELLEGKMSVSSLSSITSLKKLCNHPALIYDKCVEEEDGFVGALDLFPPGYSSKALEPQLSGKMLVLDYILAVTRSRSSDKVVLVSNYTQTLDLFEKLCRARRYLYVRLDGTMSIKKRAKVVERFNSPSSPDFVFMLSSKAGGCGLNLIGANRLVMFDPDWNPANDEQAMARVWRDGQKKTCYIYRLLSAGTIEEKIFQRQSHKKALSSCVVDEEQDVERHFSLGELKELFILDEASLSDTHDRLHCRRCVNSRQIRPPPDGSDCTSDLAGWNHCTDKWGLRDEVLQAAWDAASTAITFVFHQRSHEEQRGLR
PglD DTNB: inhibitors of Campylobacter jejuni PglD acetyltransferase; purified PglD enzyme, DTNB colorimetric CoA detection; actives 0.098% (n = 360,000); inhibition, % at 12.5 µM; AID 602405; in the data active = inhibition above about 16%, passing the limit was not always enough; inconclusive = no clear call, values can overlap the other calls; also: strong numbers were not always called active
* = called active by the depositor; ? = inconclusive; / = not tested or not shown.

SMILES	E-selectin induc	esBAF inh	ERp5 block	ARNT-TACC3 inh	CASP6 VEID inh	RAD52 anneal inh	RAD54 branch	PglD DTNB
O=C(CNC(=O)C1CCCCC1)OC(C(=O)c1ccccc1)c1ccccc1 (centres undefined)	-0.2	-3.7	-9.7	16.6	/	-18.9	8.6	10.5
Brc1cc2c(cc1CN1CCc3ccccc3C1)OCO2	0.1	-5.3	-2.4	-16.2	1.3	-2.3	-12.4	-1.7
O=[N+]([O-])c1ccc(C=NNc2ccc(S(=O)(=O)O)cc2)cc1	-0.1	2.6	-1.9	-17.0	11.5	-12.1	-0.2	5.8
Cc1ccccc1OCC(=O)Nc1cccc(N(C)S(C)(=O)=O)c1	/	13.1	4.4	-38.3	1.8	-8.6	11.1	2.0
CN1CCN(C(=O)c2cc3c(c(-c4cccc(-c5cccc(C(=O)N(C)C)c5)c4)n2)[C@H](CCO)N([S@@](=O)C(C)(C)C)C3)CC1	0.0	-4.0	1.9	-0.3	-3.1	-24.7	3.9	24.9
CCOC(=O)Cc1csc(NC(=O)CSc2nnnn2-c2ccc(F)cc2)n1	/	/	-4.4	-5.8	0.8	-7.6	/	/
O=C(C[C@@H]1C=C[C@H](NC(=O)c2ccc3c(c2)OCO3)[C@H](CO)O1)NCc1ccc(F)cc1	-0.6	1.5	4.1	5.5	1.0	-5.2	4.3	-4.7
CCN1C[C@@H]2[C@@H]3C(=O)N(Cc4ccccc4)C(=O)[C@@H]3[C@](C)(C1=O)N2C(=O)c1ccccc1	-0.1	-1.9	-3.7	-5.5	2.7	-2.8	-4.6	-3.5
Cc1cc(Cl)c2oc(C(=O)NCCC3CCCCO3)c(C)c2c1 (centres undefined)	2.0	?	3.3	-7.8	-0.7	-1.4	-7.1	-4.2
CCc1cc(=O)oc2c3c(cc(OCC(=O)NCc4ccco4)c12)OC(C)(C)CC3	/	2.6	/	0.8	/	/	-1.0	0.8
CCCCN(c1ccccc1)S(=O)(=O)c1cccc(C(=O)O)c1	/	-2.2	3.8	-7.5	-1.4	-9.2	0.6	-0.6
O=c1c2cc(NC(=S)NC3CCN(Cc4ccccc4)CC3)ccc2nc2n1CCCCC2	0.0	/	4.8	7.1	/	1.3	/	/
COc1ccc(C#Cc2ccc3c(c2)[C@H]2[C@H](CCN2S(=O)(=O)c2ccccc2C)[C@H](CO)N3)cc1	-0.4	4.1	0.9	-2.2	-0.9	-1.4	6.5	0.1
O=S(=O)(N1CCOCC1)n1cnc2ccccc21	/	-9.0	/	-9.5	/	/	2.4	2.9
C[C@H]1CN([C@@H](C)CO)C(=O)c2cc(NC(=O)Nc3cccc4ccccc34)ccc2O[C@H]1CN(C)Cc1ccc(C(=O)Nc2ccccc2N)cc1	2.0	-10.1	3.1	14.0	-0.3	-1.7	5.4	4.6
Cn1c(C(=O)Nc2ccc3c(c2)OCO3)cc2sccc21	/	32.8	/	8.2	/	/	12.8	-1.6
O=C(CN1C(=O)CCC1=O)NCC12CC3CC(CC(C3)C1)C2	/	-14.6	/	-13.1	/	/	-8.3	-1.2
S=C(NCCc1ccccn1)NC1CC2CCC1C2 (centres undefined)	10.8	/	0.1	-0.7	-3.6	-2.8	/	/
Nc1nc(=S)c2ncn(C3CCCCC3)c2[nH]1	-0.1	1.7	0.9	-5.8	-3.8	-12.2	-12.0	-7.7
COc1ccc(CCc2nc3ccccc3n2C(CCc2ccccc2)c2nc3ccccc3[nH]2)cc1 (centres undefined)	-0.4	/	1.2	/	0.0	-96.6	/	/
CN(Cc1ccon1)C(=O)C1CCC(=O)N(CCc2ccc(Cl)cc2)C1 (centres undefined)	/	5.9	0.0	-8.1	2.4	-3.9	-1.4	3.8
CN(C)C(=O)COc1ccc2ccc(=O)oc2c1	/	-0.5	/	-3.6	/	/	-9.4	-1.0
Cc1ccc(S(=O)(=O)c2nc(S(=O)(=O)c3ccccc3)sc2N2CCN(C)CC2)cc1	0.3	4.5	1.1	1.1	-3.6	-6.6	0.5	4.4
CC(=O)Nc1ccccc1OCC(O)CS(=O)(=O)c1ccc(C(F)(F)F)cn1 (centres undefined)	0.3	-0.6	3.6	0.8	-1.1	-14.2	7.8	1.7
C[C@@H]1CN([C@@H](C)CO)C(=O)c2cc(NC(=O)Nc3ccccc3)ccc2O[C@H]1CN(C)Cc1ccc(C(=O)O)cc1	-0.2	-5.7	-1.4	-4.5	-1.0	11.2	15.3	2.8
CC(C)(CNC(=O)C1CCCN1C(=O)c1cccs1)N1CCOCC1 (centres undefined)	/	/	4.0	-2.1	11.9	-5.6	/	/
O=C(NCc1ccccc1)C1CCCN(C(=O)c2ccc(F)cc2)C1 (centres undefined)	0.1	-6.3	-2.6	6.0	-1.5	-12.6	-4.6	3.6
O=C(OCC(=O)c1ccc(Br)s1)c1ccc(O)cc1	/	75.8*	-16.0	-2.6	2.8	-26.5	1.2	-4.2
CC(=O)c1cccc(NC(=O)Nc2ccc3c(c2)OCO3)c1	-0.1	52.1*	8.4	-7.7	-0.7	-6.1	-1.4	3.8
COc1ccc(N2CCN(C(c3cccs3)C(C)NC(=O)C(=O)N3CCCC3)CC2)cc1 (centres undefined)	/	4.7	-1.5	2.4	-0.7	-12.8	-17.8	-5.0
COC(=O)C1=CN(c2ccc(Oc3ccccc3)cc2)C(N)=C(C#N)C1c1ccc(-c2ccccc2)cc1 (centres undefined)	0.4	/	0.1	/	-0.2	-16.1	/	/
Cc1cccc(N2CCN(CCCNC(=O)C3CCCN(c4ncnc5c4nc4n5CCCCC4)C3)CC2C)c1 (centres undefined)	/	7.8	8.3	5.3	-2.6	0.7	6.0	-6.6
COc1cccc(C2=CC(c3ccc(N(C)C)cc3)n3nnnc3N2)c1 (centres undefined)	/	6.8	/	-5.1	/	/	-11.9	-0.7
COc1ccc(-n2c(=O)c3c4c(sc3n3c(=S)[nH]nc23)CCC4)cc1	-1.0	/	-2.2	-4.2	1.8	-10.5	/	/
COc1ccc(C(=O)OCC2CC(c3ccccc3)N(C)O2)cc1 (centres undefined)	0.2	-0.5	/	-19.1	/	/	-16.6	/
COc1ccccc1Nc1nn2c(=O)c3ccc(C(=O)N4CCCCC4)cc3nc2s1	-0.3	5.5	-5.3	12.4	-0.9	-5.7	4.3	5.1
CCCc1[nH][nH]c(=O)c1C(c1ccc(Br)cc1)C(C#N)C#N (centres undefined)	/	-4.0	/	14.0	/	/	-0.5	1.6
Cc1ccccc1-n1nc2c(c1NC(=O)c1cc3ccccc3o1)CS(=O)(=O)C2	/	/	2.0	0.1	7.0	-5.3	/	/
O=C(CCC(=O)Nc1ccccc1)NNC(=O)COc1ccccc1	/	-5.9	/	-7.4	/	/	-5.9	5.8
Cn1c(=O)c2ncn(CC(=O)Nc3cc(C(F)(F)F)ccc3N3CCOCC3)c2n(C)c1=O	/	-9.0	/	-4.6	/	/	-9.8	3.2
CCC(=O)N1CCN(C(=O)c2ccccc2)CC1	0.1	-3.8	-2.3	0.1	-8.3	-2.1	-8.6	0.4
CCOC(=O)CN1C(=O)C(C)(C)Oc2ccc(C(=O)Nc3ccccc3OC)cc21	/	-5.8	/	-1.5	/	/	-4.1	-6.8
O=C(CSC(=S)N1CCCCC1)Nc1ncc2c(n1)CCCC2=O	0.0	/	0.7	-4.0	-4.3	1.5	/	/
COc1ccc(S(=O)(=O)Nc2ccc3c(c2)C(=O)N([C@@H](C)CO)C[C@@H](C)[C@@H](CN(C)C(=O)Nc2ccc(C(F)(F)F)cc2)O3)cc1	-3.3	-7.0	22.7	-2.3	1.2	4.3	2.1	-1.0
CCOC(=O)CSc1nc2ccc(NC(C)=O)cc2s1	/	-6.0	/	-6.3	/	/	-23.2	2.6
CS(=O)(=O)N1CCN(c2nc(-c3ccccc3)cs2)CC1	/	13.8	/	3.6	/	/	0.7	-1.6
COCCNC(=O)c1cc(-c2ccccc2)sc1N	0.3	/	-5.2	/	6.3	-8.6	/	/
CCC(=O)N1N=C(c2ccc(Cl)cc2)CC1c1ccco1 (centres undefined)	1.0	4.9	3.8	5.3	-1.1	-1.4	/	/
O=C(C[C@H]1C[C@H]2c3cc(NC(=O)Cc4ccncc4)ccc3O[C@H]2[C@H](CO)O1)NCc1ccc2c(c1)OCO2	-0.4	1.7	4.0	-3.8	-0.2	-8.0	2.0	-1.0
CC(=O)c1ccccc1NC(=O)COC(=O)/C(=C/c1ccccc1)n1nnnc1C	-0.4	5.2	4.0	3.0	2.2	-14.1	4.9	0.9

Continuation.
SMILES	E-selectin induc	esBAF inh	ERp5 block	ARNT-TACC3 inh	CASP6 VEID inh	RAD52 anneal inh	RAD54 branch	PglD DTNB
Cc1cc2ncn(N)c2cc1C	/	-0.8	/	-8.8	/	/	-6.5	-8.4
COc1ccc(C(C)=O)cc1CSc1nnc(-c2ccncc2)n1C	-0.2	0.1	-2.9	15.2	-4.7	11.2	-0.2	1.4
CCN1C(=O)[C@H]2[C@H]3CN=C(SCc4ccc(Cl)cc4)N3[C@@](Cc3ccccc3)(C(=O)OC)[C@H]2C1=O	/	-0.1	-0.4	3.4	-4.7	-8.2	4.5	-9.2
COc1ccc(CCCNC(=O)C2Cc3c(-c4ccccc4)ccnc3O2)cc1 (centres undefined)	-0.1	-3.5	1.5	/	-0.2	-2.5	1.9	8.7
CC(C)NC(=O)C1C(c2ccc(C(F)(F)F)cc2)=Nc2ccccc2N1C(=O)c1ccccc1 (centres undefined)	-0.1	/	0.6	/	-10.4	-18.4	/	/
O=C(CN1C(=O)COc2ccc(Cl)cc21)NCC1CCCO1 (centres undefined)	-0.6	2.8	2.0	-4.9	-0.2	-10.1	-12.7	-0.6

Rows were taken by chance; 3.2% or so of the library scored in one or more.
